Screens: PubChem BioAssay, several laboratories
MEX-5 binding – MEX-5 zinc finger RNA-binding disruptors – biochemical, C. elegans, fluorescence polarization, MLPCN library, primary screen | MEX-5/FITC-TCR2 RNA binding; stronger effect = lower value | activity score (negative = inhibition of binding), % at 10 µM | Zinc finger protein mex-5 (Caenorhabditis elegans), Q9XUB2 | hit rate 0.38% among 300,000;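 active = inhibition past about -25% in most replicates, and total fluorescence under double the plate's negative control median, limit read from the data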;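 note: 0% = DMSO and -100% = 5 µM competing unlabeled TCR2 RNA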
Fam108B inh – mouse Fam108B serine hydrolase inhibitors, primary screen, counter-screen for RBBP9 inhibitor project, biochemical, fluorescence polarization; recombinant Fam108B, FP-Rh probe fluorescence polarization; inhibition, % at 9.51 µM; hit rate 0.33% among 300,000;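 active = inhibition above the screen mean inhibition plus 3 SD, computed separately per campaign, cut at about 18% in these data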;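 note: inhibitors lower polarization as less probe binds the enzyme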
MCL1-BIM inh – inhibitors of MCL1 binding to BIM-BH3, primary screen, biochemical, fluorescence polarization. Induced myeloid leukemia cell differentiation protein Mcl-1 (Homo sapiens), Q07820. GST-MCL1 / FITC-Bim-BH3 fluorescence polarization. inhibition, % at 10.9 µM. hit rate 0.68% among 320,000. AID 2057, 2009;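 active = inhibition above the mean inhibition of all tested compounds plus 3 SD, set per campaign, cut at about 40% in these data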;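 note: 0% = DMSO wells and 100% = unlabeled Bim-BH3 peptide control; higher means more loss of mP so more displacement of Bim peptide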
Target sequence (Q07820 whole entry, looked up): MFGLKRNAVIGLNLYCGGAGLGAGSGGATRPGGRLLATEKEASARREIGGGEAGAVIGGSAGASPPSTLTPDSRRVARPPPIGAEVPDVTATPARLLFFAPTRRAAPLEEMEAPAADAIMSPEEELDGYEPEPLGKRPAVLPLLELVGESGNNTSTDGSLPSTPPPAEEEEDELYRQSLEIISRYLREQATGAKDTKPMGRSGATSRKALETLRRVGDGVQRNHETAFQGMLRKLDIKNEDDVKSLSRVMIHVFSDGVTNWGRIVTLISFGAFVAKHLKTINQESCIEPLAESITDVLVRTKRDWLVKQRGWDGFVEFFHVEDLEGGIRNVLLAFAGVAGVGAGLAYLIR
AHR activator – AHR activators, primary screen, cell-based, luminescence, luciferase reporter, human. AHR-responsive luciferase reporter cells. AID 2796, 2010. hit rate 2.5% among 320,000. activation, % at 5 µM; in the data active = activation above about 47%;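 note: 0% = vehicle wells and 100% = reference agonist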
pPAFAH inh – pPAFAH enzyme inhibitors, primary screen, biochemical, fluorescence polarization, human. Platelet-activating factor acetylhydrolase (Homo sapiens), Q13093. inhibition, % at 3.39 µM. recombinant pPAFAH, FP-rhodamine probe fluorescence polarization. AID 463082, 2010. hit rate 1.5% among 330,000;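 active = inhibition above the mean inhibition across the screen plus 3 SD, cut at about 25% in these data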;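 note: inhibitors block binding of the rhodamine activity-based probe so polarization drops; 0% = enzyme with DMSO and 100% = wells lacking pPAFAH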
BCLXL inh – inhibitors of human Bcl-xL, primary screen, biochemical, fluorescence polarization, HTS; Bcl-2-like protein 1 (Homo sapiens), Q07817; GST-Bcl-xL / FITC-Bim BH3 peptide fluorescence polarization; inhibition, % at 10.9 µM; hit rate 0.7% among 320,000; AID 2129, 2009;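 active = inhibition above the mean of all tested compounds plus 3 SD, cutoff set per campaign, cut at about 30% in these data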;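 note: 0% = DMSO wells and 100% = unlabeled Bim-BH3 peptide competitor; inhibitors lower millipolarization by displacing the labeled peptide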
PAFAH1B2 inh – PAFAH1B2 enzyme inhibitors, primary screen, biochemical, fluorescence polarization, human. Platelet-activating factor acetylhydrolase IB subunit alpha2 (Homo sapiens), P68402. hit rate 1.2% among 340,000. inhibition, % at 3.39 µM. recombinant PAFAH1B2, FP-rhodamine activity probe;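 active = inhibition above the mean of all tested compounds plus 3 SD, cut at about 24% in these data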;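 note: 0% = enzyme with DMSO and 100% = wells lacking PAFAH1B2; many of its hits are not listed in these tables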
Target sequence (P68402 whole entry, looked up): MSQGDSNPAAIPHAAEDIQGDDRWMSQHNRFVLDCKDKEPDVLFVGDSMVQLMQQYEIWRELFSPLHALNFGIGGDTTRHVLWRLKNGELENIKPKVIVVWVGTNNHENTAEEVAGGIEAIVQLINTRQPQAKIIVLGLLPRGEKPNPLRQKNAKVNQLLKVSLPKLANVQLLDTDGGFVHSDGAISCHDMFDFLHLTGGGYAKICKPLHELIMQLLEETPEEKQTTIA
PME-1 inh – PME-1 inhibitors via competitive probe labeling, primary screen, biochemical, fluorescence polarization, FP-Rh probe, HTS. inhibition, % at 5.9 µM. hit rate 0.53% among 320,000. recombinant PME-1. Protein phosphatase methylesterase 1 (Homo sapiens), Q9Y570;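 active = inhibition above the campaign mean of all compounds plus 3 SD, cut at about 26% in these data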;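 note: competitive labeling of PME-1 active site by serine hydrolase directed probe; 0% = PME-1 with DMSO and 100% = wells lacking PME-1 enzyme; inhibitors block probe labeling so polarization falls and inhibition rises; many of its hits are not listed in these tables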
Target sequence (Q9Y570 whole entry, looked up): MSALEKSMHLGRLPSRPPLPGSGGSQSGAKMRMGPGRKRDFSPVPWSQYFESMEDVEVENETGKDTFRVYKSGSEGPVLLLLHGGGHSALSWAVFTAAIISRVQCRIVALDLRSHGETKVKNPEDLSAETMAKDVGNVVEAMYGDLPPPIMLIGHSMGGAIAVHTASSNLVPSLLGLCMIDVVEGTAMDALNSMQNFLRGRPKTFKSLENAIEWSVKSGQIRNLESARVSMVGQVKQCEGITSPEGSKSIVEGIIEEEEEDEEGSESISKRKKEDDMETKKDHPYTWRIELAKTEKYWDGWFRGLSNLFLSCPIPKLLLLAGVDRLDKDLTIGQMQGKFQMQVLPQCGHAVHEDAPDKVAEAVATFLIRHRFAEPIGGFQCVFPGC
GLD-1 TGE inh – GLD-1/TGE RNA complex disruptors, primary screen, biochemical, fluorescence polarization. Female germline-specific tumor suppressor gld-1 (Caenorhabditis elegans), Q17339. purified GLD-1 + fluorescein TGE RNA. inhibition, % at 5.96 µM. hit rate 0.44% among 320,000. AID 2280, 2010;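 active = percent inhibition above a per-plate cutoff, the plate mean of test compounds plus 3 SD, cut at about 30% in these data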;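 note: 0% = DMSO wells with GLD-1 and probe and 100% = wells lacking GLD-1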
Numbers without * were called inactive; / = no result given; & = joins results of further samples.

Structure,MEX-5 binding,Fam108B inh,MCL1-BIM inh,AHR activator,pPAFAH inh,BCLXL inh,PAFAH1B2 inh,PME-1 inh,GLD-1 TGE inh
Cc1ccc(S(=O)(=O)c2nc(S(=O)(=O)CCO)sc2N2CCOCC2)cc1,2.2,-2,1,-1,0,-1,4,2,3
NC(=O)c1sc2nccc(Nc3ccccc3)c2c1N,-1.7,2,12,29,5,6,0,-1,-1
O=C(OC(c1ccccc1)c1nccc2ccccc12)c1cccc([N+](=O)[O-])c1 (configuration not stated),-0.4,-1,-8,-1,1,2,5,0,-2
Cc1cc(=O)[nH]c(N/N=C/C2=C(N3CCOCC3)C(=C\c3ccc(Cl)cc3)/CC2)n1,-1.0,3,-10,15,54*,-6,-1,10,5
O=C(CCC1CCN(C(=O)c2ccco2)CC1)NCc1ccc(F)cc1,-2.3,-7,-5,-3,3,3,-2,-4,9
O=C(Nc1cc([N+](=O)[O-])ccc1C(=O)Nc1cccnc1)c1ccccc1,3.9,-1,-1,66*,8,1,-2,6,6
COc1cc(NC(=O)c2ccc3c(c2)OCO3)c2ncccc2c1,0.7,-1,-1,66*,-2,4,5,-3,-3
COc1ccc(NC(=O)COC(=O)CN2C(=O)C3CC=CCC3C2=O)c([N+](=O)[O-])c1 (configuration not stated),/,/,/,0,7,/,-3,/,6
C=CCN=Cc1c(C)[nH]n(-c2ccccc2)c1=O,0.1,0,0,4,-1,3,5,5,2
CC(C)N(Cc1ccccc1)C(=O)c1ccc2nsnc2c1,-2.0,0,-1,0,0,4,10,7,2
COCCNC(=S)N(Cc1cccs1)Cc1cc2cccc(C)c2[nH]c1=O,0.7,3,10,7,1,9,4,0,-3
CC[C@H](C)[C@@H](C(=O)N1CCNCC1)n1cc([C@@H](N)Cc2ccc(O)cc2)nn1,0.9,-3,6,4,4,4,6,-1,4
Cc1cc(C)c(OCC(=O)Nc2cccc(O)c2)cc1C,1.6,3,8,2,6,9,4,-26,0
Nc1cc(N)nc(SCC(=O)N2CCN(C(=O)c3ccco3)CC2)n1,-3.1,1,3,-1,5,9,-5,1,3
CC[C@H](C)C(=O)O[C@H]1C[C@@H](C)C=C2C=C[C@H](C)[C@H](CC[C@@H]3C[C@@H](O)CC(=O)O3)[C@H]21,-1.8,-2,3&-4,2&-2,-1&8,6&1,-3&4,-6&-1,1&0
O=C(NNC(=O)c1ccc2ccccc2c1O)c1ccccc1Cl,-56*,-2,13,4,14,3,5,0,1
CCCn1c(NCc2ccc(N(C)C)cc2)nc2ccccc21,-0.4,1,9,29,-1,2,-1,-1,3
CC1=Nc2ccccc2NC(=O)C1Sc1nnc(C)s1 (configuration not stated),5.5,-2,9,3,6,9,3,-2,-4
Cc1ccc(NC(=O)c2ccc(NCc3ccco3)c([N+](=O)[O-])c2)cc1Cl,-6.4,-1,-4,24,3,-1,-2,4,-4
C=CCc1ccc(OCCCCN2CC(C)OC(C)C2)c(OC)c1 (configuration not stated),0.4,-7,-3,14,0,5,-1,4,8
CCCN(CC(=O)Nc1cc(C)on1)S(=O)(=O)c1cccc(C(F)(F)F)c1,4.1,7,-5,1,2,-3,4,3,-3
Cc1ccsc1C(=O)NNC(=O)COc1ccccc1Cl,1.2,4,2,2,0,0,0,-2,-2
Cc1ccc(S(=O)(=O)Nc2c(C)nn(C)c2C)cc1,1.2,-4,0,1,2,3,2,4,3
CC(=O)Nc1cccc(OC(=O)c2ccoc2C)c1,1.6,1,10,-1,0,3,1,2,6
Cc1ccc(-c2nnc(N3CCCCC3)c3ccccc23)cc1,0.3,-2,-7,1,4,-1,7,-3,3
Cc1ccc(NC(=O)C2CC(O)CN2C(=O)OCc2ccccc2)c(C)c1 (configuration not stated),0.5,0,-2,0,4,2,3,3,7
COc1ccc(CCNC(=O)c2cccc([N+](=O)[O-])c2)cc1OC,1.9,3,5,5,-1,2,4,-6,2
C=CCC(C=C)S(=O)(=O)c1ccc(C)cc1 (configuration not stated),-1.2,0,0,2,4,1,-1,3,-1
CCc1ccc(C2=NN(CCC(=O)NCC3CCCO3)C(=O)CC2)cc1 (configuration not stated),0.1,-3,-3,1,7,0,0,-1,5
CCOC(=O)Nc1nc(-c2ccccc2)c(C(=O)c2ccc(Cl)cc2)s1,0.0,-11,2,8,-3,1,4,-9,4

(further entries)
mol	MEX-5 binding	Fam108B inh	MCL1-BIM inh	AHR activator	pPAFAH inh	BCLXL inh	PAFAH1B2 inh	PME-1 inh	GLD-1 TGE inh
Cc1onc(-c2ccccc2)c1C(=O)NCc1cccs1	-1.1	-2	-3	5	-3	3	0	0	1
CSc1oc(-c2ccco2)nc1S(=O)(=O)c1ccc(C)cc1	3.9	-1	-12	-1	7	0	-1	-1	2
COC(=O)CC1SC(=O)NC1=Nc1ccc(C)cc1 (configuration not stated)	0.6	5	-2	6	4	-1	0	2	-5
O=C(NC1CCCC1)C(=O)N(Cc1cccnc1)C(C(=O)NCc1ccco1)c1ccccc1F (configuration not stated)	1.0	-4	4	0	0	5	2	1	5
CCCN1/C(=C2/SC(=S)N(CC)C2=O)C=Cc2ccccc21	0.5	0	5	-2	9	4	7	12	-1
COc1ccc(-c2csc3ncn(-c4ccccc4)c(=O)c23)cc1OC	1.9	2	-2	4	7	0	1	-3	-5
COc1ccc2cc(C#N)c(SCC(=O)Nc3nonc3C)nc2c1	-0.1	-3	-15	-9	17	0	6	18	-10
CCc1noc(C)c1C(=O)N(CC)CC(=O)Nc1ccccc1C(F)(F)F	-0.1	-5	-28	-1	-1	-9	3	0	0
O=C(COc1ccc(-c2nnco2)cc1)Nc1ccc(C(F)(F)F)cc1	-1.1	-1	-8	6	12	-1	-3	-4	5
COc1ccc(C(C)C)cc1S(=O)(=O)NCCCn1ccnc1	2.1	-4	-9	10	4	3	1	-5	1
CC(C)OC(=O)CSc1nnc(-c2ccc(Cl)cc2)n1N	-0.1	1	4	2	2	-2	5	0	-6
COc1ccc(Cc2noc(CN(C)CCc3ccccc3)n2)cc1OC	0.7	0	6	2	-1	7	9	6	-7
O=C(O)CSCCC(=O)Nc1ccc(F)cc1	0.5	-2	6	1	1	3	0	3	0
CCCCn1c(CNC(=O)CCC)nc2ccccc21	1.7	1	-1	2	2	1	-1	-2	0
CC(C)c1ccc2[nH]c3c(c2c1)CCC/C3=N\NC(=O)c1ccncc1	1.2	1	2	14	17	2	9	0	8
CCN(CC)C(=O)c1sc(NC(=O)C(C)C)c(C#N)c1C	-0.2	0	-1	1	4	4	8	-1	-4
CC1CN(C(=O)c2ccc(N3CCCCC3)c([N+](=O)[O-])c2)CC(C)O1 (configuration not stated)	3.7	0	4	-2	7	5	3	-1	5
COc1ccc(C2=C(SC)CC2=NC(C)(C)C)cc1	2.8	0	7	2	5	5	4	1	-12
OCC[C@H]1C[C@@H](O)[C@H](O)[C@@]2(CCc3ccccc3O2)O1	/	2	5	1	-5	2	7	-2	3
CC(CN1CCCC1)OC(=O)c1ccc(Br)cc1 (configuration not stated)	0.5	-4	-4	3	2	4	1	-8	5
CCc1cccc(CC)c1NC(=S)NC(C)c1ccccc1 (configuration not stated)	-2.6	0	10	4	5	0	17	5	1
CCC1CCCCN1CCCNC(=O)CN1C(=O)COc2ccccc21 (configuration not stated)	0.1	-2	0	1	2	1	8	2	-4
CC1CC(C)CN(CCCNC(=O)c2csc3c2CCCCC3)C1 (configuration not stated)	-0.2	-3	0	3	1	-1	6	2	-3
CC1(C)C(=O)OC(C(=O)c2ccc(C(C)(C)C)cc2)C(C)(C)C1=O (configuration not stated)	1.0	4	9	23	4	4	6	3	8
Cc1cccc2cc(-c3ccccc3)c(-c3ccccc3)c[n+]12	-11	8	18	2	10	22	8	6	20
O=C(COC(=O)CNC(=O)c1ccc(Cl)cc1Cl)Nc1ccc(N2CCOCC2)cc1	0.6	3	7	6	9	3	3	-1	2
Cc1ccc(NC(=O)C(C)N2CCc3ccccc3C2)cc1 (configuration not stated)	1.3	1	-1	3	6	5	9	-1	4
O=C(N/N=C/c1ccc(Cl)cc1Cl)C(=O)NC1CC1	0.5	-2	12	3	9	7	14	-1	0

Part of the list above, with each value named:
Cc1cc(C)c(OCC(=O)Nc2cccc(O)c2)cc1C
  MEX-5 binding: 1.6 | Fam108B inh: 3 | MCL1-BIM inh: 8 | AHR activator: 2 | pPAFAH inh: 6 | BCLXL inh: 9 | PAFAH1B2 inh: 4 | PME-1 inh: -26 | GLD-1 TGE inh: 0

CCc1ccc(C2=NN(CCC(=O)NCC3CCCO3)C(=O)CC2)cc1 (configuration not stated)
  MEX-5 binding: 0.1 | Fam108B inh: -3 | MCL1-BIM inh: -3 | AHR activator: 1 | pPAFAH inh: 7 | BCLXL inh: 0 | PAFAH1B2 inh: 0 | PME-1 inh: -1 | GLD-1 TGE inh: 5

Cc1ccc(S(=O)(=O)c2nc(S(=O)(=O)CCO)sc2N2CCOCC2)cc1
  MEX-5 binding: 2.2 | Fam108B inh: -2 | MCL1-BIM inh: 1 | AHR activator: -1 | pPAFAH inh: 0 | BCLXL inh: -1 | PAFAH1B2 inh: 4 | PME-1 inh: 2 | GLD-1 TGE inh: 3

O=C(Nc1cc([N+](=O)[O-])ccc1C(=O)Nc1cccnc1)c1ccccc1
  MEX-5 binding: 3.9 | Fam108B inh: -1 | MCL1-BIM inh: -1 | AHR activator: 66* | pPAFAH inh: 8 | BCLXL inh: 1 | PAFAH1B2 inh: -2 | PME-1 inh: 6 | GLD-1 TGE inh: 6

These rows are one share of the data; count on the stated rates, not on these rows.
